Assay outcomes (PubChem BioAssay)
Vif-APOBEC3F blk = inhibitors of Vif-A3F interaction | HeLa A3F-eYFP + Vif (tagged APOBEC3F with the HIV-1 protein that degrades it), YFP fluorescence increase | Potency, µM (series often up to 46.1 µM), inactives show at the top dose activity, negative = active | actives 0.2% (n = 390,000) | AID 602313; note: potency is the fitted concentration of half-maximal effect; % of control where 0% means no effect; nearly all actives have a fitted effect of over 65% in size
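HeLa cells stably expressing Vif plus C-terminally eYFP-tagged A3F were seeded, incubated overnight at 37 deg C, dosed with compound, incubated overnight again at 37 deg C. Yellow fluorescence (Ex 488/Em 500-530) reported blocked Vif-mediated A3F-eYFP degradation.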
USP1-UAF1 inh = blocks the human USP1/UAF1 deubiquitinase complex; O94782; Potency, µM (titrated, usually from 57.1 µM), inactives show at the highest dose activity change, negative = inhibition, actives largely listed as inhibitors; actives 0.23% (n = 390,000); recombinant USP1/UAF1, Ub-Rhodamine cleavage fluorescence; note: potency is the fitted concentration of half-maximal effect; % is set by controls: 0 for no effect and ±100 for the full control effect; nearly all actives have a fitted effect of over 60% in size; inactives centre near -12
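USP1/UAF1 complex at 1 nM was preincubated with compound for 15 min at room temperature, then Ub-Rho substrate (150nM final) was added. Fluorescence (480/540 nm) was read kinetically, 6 reads every 60 seconds.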
LDHA inh = LDHA (human) enzyme inhibition; P00338; purified LDHA, NADH/diaphorase-resazurin fluorescence; active compounds read low; activity change, % (values are at about 110 or 230 µM); actives 0.15% (n = 480,000); AID 1347041; in the data active = activity change below about -30%; inconclusive = mostly about -25% to -30%;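 note: plate controls were DMSO wells for no effect and wells without enzyme for full effect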
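Human LDH5 (2 nM) was incubated with 0.06 mM NADH and 0.2 mM pyruvate for 5 min at room temperature in Tris pH 7.4. Remaining NADH was coupled through diaphorase/resazurin, and resorufin fluorescence was read at 0 and 20 min.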
mIDH1 inhibitor = human IDH1 R132H inhibition. actives 0.093% (n = 390,000). AID 602179. Potency, µM (titrated, usually from 76.6 µM), without a hit: at the highest dose activity change, negative = inhibition, usual class: inhibitors. O75874. IDH1-R132H enzyme, NADPH consumption, diaphorase/resazurin fluorescence; note: potency is the fitted concentration of half-maximal effect; % is set by controls: 0 for no effect and ±100 for the full control effect; nearly all actives have a fitted effect of over 65% in size
Target sequence (O75874 whole entry R132H, stated change not applied): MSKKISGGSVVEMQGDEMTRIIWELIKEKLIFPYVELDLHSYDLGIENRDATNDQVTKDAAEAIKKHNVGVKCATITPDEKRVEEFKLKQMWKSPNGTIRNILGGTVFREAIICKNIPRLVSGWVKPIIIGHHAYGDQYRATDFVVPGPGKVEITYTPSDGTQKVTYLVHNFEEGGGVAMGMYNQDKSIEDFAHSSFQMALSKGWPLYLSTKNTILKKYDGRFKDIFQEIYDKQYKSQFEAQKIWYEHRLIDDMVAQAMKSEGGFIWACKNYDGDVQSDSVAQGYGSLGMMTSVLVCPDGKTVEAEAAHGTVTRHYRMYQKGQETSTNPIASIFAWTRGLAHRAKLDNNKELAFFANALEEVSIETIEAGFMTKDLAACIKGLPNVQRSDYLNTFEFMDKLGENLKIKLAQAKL
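IDH1-R132H (0.5 ug/mL dispensed) in pH 7.5 Tris buffer was preincubated 30 min with compound, then given a substrate mix of 0.016 mM NADPH and 2 mM alpha-KG for 80 min at room temperature; remaining NADPH was read by diaphorase/resazurin fluorescence.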
RXFP1 agonist = activates the human relaxin receptor RXFP1; HEK293T-RXFP1 cAMP TR-FRET, 30 min; response scale: percent of porcine relaxin response, buffer zero; AID 2676; actives 0.3% (n = 370,000); Potency, µM (highest dose often 57.5 µM), without a hit: top-dose activation, usual class: activators; note: potency is the fitted concentration of half-maximal effect; % is set by controls: 0 for no effect and ±100 for the full control effect; nearly all actives have a fitted effect of over 60% in size; many of its hits are not listed in these tables
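HEK293T cells stably expressing RXFP1 were pretreated with the PDE4 inhibitor Ro 20174, exposed to compounds for 30 min at 37C, lysed, and cAMP was read by TR-FRET. Data normalized to buffer (basal) and 29 nM porcine relaxin (100%).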
Vif-A3G inh = blocks the Vif interaction with human APOBEC3G; Potency, µM (top dose mostly 46.1 µM), without a hit: at the highest dose activity, negative = active, most hits filed as inhibitors; actives 0.076% (n = 410,000); HeLa A3G-eYFP + Vif (tagged APOBEC3G with the HIV-1 protein that degrades it), YFP fluorescence, overnight; Q9HC16;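 note: potency is the fitted concentration of half-maximal effect; % is set by controls: 0 for no effect and ±100 for the full control effect; nearly all actives have a fitted effect of over 60% in size; hits raise eYFP signal because A3G escapes Vif-driven loss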
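HeLa cells stably expressing Vif and C-terminally eYFP-tagged A3G, seeded overnight at 37 deg C, then exposed to compound by pintool overnight at 37 deg C. Rise in yellow fluorescence (Ex 488/Em 500-530, Acumen) marks blocked Vif-driven A3G degradation.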
TrxR1 substrate = is turned over as a substrate by rat TrxR1; purified TrxR1 substrate turnover, NADPH consumption readout; Potency, µM (top dose mostly 114 µM), without a hit: top-dose activity change, negative = substrate turnover; actives 0.01% (n = 390,000); AID 588456; note: potency is the fitted concentration of half-maximal effect; % is set by controls: 0 for no effect and ±100 for the full control effect; nearly all actives have a fitted effect of over 50% in size
Target sequence (O89049 whole entry, looked up): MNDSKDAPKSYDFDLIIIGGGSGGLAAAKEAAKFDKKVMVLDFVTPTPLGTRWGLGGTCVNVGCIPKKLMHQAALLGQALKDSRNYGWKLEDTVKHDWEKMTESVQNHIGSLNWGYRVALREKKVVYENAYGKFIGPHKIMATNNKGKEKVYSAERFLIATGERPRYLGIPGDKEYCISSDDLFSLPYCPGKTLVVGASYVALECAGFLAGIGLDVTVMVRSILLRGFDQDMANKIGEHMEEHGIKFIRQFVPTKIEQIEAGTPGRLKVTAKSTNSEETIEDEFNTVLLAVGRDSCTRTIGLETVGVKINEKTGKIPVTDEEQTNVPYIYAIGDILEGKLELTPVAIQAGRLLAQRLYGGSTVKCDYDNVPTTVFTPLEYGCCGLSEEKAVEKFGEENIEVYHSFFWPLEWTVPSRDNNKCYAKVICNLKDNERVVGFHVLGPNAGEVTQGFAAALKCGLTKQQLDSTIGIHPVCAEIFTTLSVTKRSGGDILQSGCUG
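Rat TrxR1, dispensed at 90 nM, was prereduced with 400 uM NADPH (final) for 5 min at ~22 deg C, then incubated with compound 15 min before 400 uM selenite. A first-read NADPH fluorescence drop versus no-compound background flagged substrates.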
GRP78 ERSR act = induces the endoplasmic reticulum stress response in human glioma cells. AID 602332. U87-MG GRP78 promoter luciferase reporter, 16 h. actives 0.02% (n = 420,000). Potency, µM, for the others: top-dose activation, most hits filed as activators; note: potency is the fitted concentration of half-maximal effect; series mostly up to about 76 µM; % of control where 0% means no effect; nearly all actives have a fitted effect of over 35% in size
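Stably transfected U87-MG human glioma cells carrying a GRP78-based luminescent sensor were seeded at 1000 cells/well, pin-dosed with compounds and incubated 16 h. Luciferase reagent was then added, and end-point luminescence was read after 10 min at room temperature.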
PI4K2A block = inhibitors of human PI4K2A; purified PI4K2A, ADP-Glo luminescence, 1 h; active compounds read low; actives 0.13% (n = 420,000); activity change, negative = inhibition, % at 76.9 µM; in the data active = activity change below about -50%; inconclusive = mostly about -30% to -49%;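 note: -100% = wells without enzyme as full effect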
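Compounds are screened against recombinant PI4K2A using PI as substrate and ATP, the latter dispensed at 300 microM. Reactions run one hour at ambient temperature before ADP-Glo detection; full inhibition defined by wells lacking enzyme.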
* hit, by the source's call; [ ] = remark or other dose. Unless noted, calls come from the whole dose curve; as a rule, active = well fitted curve in the direction sought with a large enough effect; inconclusive = small, poorly fitted or top-dose-only effect, or another doubt; inactive = no such curve, though single readings can be large; an effect the other way counts as inactive or inconclusive. These rows are one share of the data (hit frequency here may not be typical).

For C/C(=C\COc1ccc2ccc(=O)oc2c1)CC[C@@H](O)C(C)(C)O the results were Vif-APOBEC3F blk 5%, USP1-UAF1 inh -23%, LDHA inh -4, mIDH1 inhibitor -2%, RXFP1 agonist 1.5%, Vif-A3G inh 4%, TrxR1 substrate 86%[activator][57.1 µM], GRP78 ERSR act 0% and PI4K2A block -1.
Screening CC(Sc1nnc(C(F)(F)F)n1C)C(=O)Nc1ccc(N2CCOCC2)cc1 (configuration not stated) returned Vif-APOBEC3F blk 6%, USP1-UAF1 inh -5%, LDHA inh 0, mIDH1 inhibitor -13%, Vif-A3G inh 3%, TrxR1 substrate 6%, GRP78 ERSR act 0% and PI4K2A block -8.
Screening CCCc1nc(SCC(=O)O)c2sc(=S)n(-c3ccccc3)c2n1 returned Vif-APOBEC3F blk 13%, USP1-UAF1 inh -17%, LDHA inh -6, mIDH1 inhibitor 19%, RXFP1 agonist 1.2%, Vif-A3G inh -2%, TrxR1 substrate -6%, GRP78 ERSR act -2% and PI4K2A block 5.
`COc1ccc(S(=O)(=O)c2snnc2C)cc1` gave Vif-APOBEC3F blk 1%, USP1-UAF1 inh -23%, LDHA inh -7, mIDH1 inhibitor 0%, RXFP1 agonist 1.1%, Vif-A3G inh 1%, TrxR1 substrate 4%, GRP78 ERSR act -1% and PI4K2A block -3.
CC(C)COC(=O)N1CC(O)CC1C(=O)Nc1ccc2c(c1)OCO2 (configuration not stated) was read as Vif-APOBEC3F blk -9%, USP1-UAF1 inh 1%, LDHA inh -17, mIDH1 inhibitor -8%, RXFP1 agonist 1.2%, Vif-A3G inh 0%, TrxR1 substrate 8%, GRP78 ERSR act -3% and PI4K2A block 7.
Screening Cc1ccc(S(=O)(=O)N2CCOCC2)c2nsnc12 returned Vif-APOBEC3F blk 7%, USP1-UAF1 inh -2%, LDHA inh -16, mIDH1 inhibitor 3%, RXFP1 agonist 1.3%, Vif-A3G inh -1%, TrxR1 substrate -6%, GRP78 ERSR act -3% and PI4K2A block 0.
For CCSc1nc2sc3c(c2c(=O)n1-c1ccccc1)CCN(C(C)C)C3 the results were Vif-APOBEC3F blk inconclusive, USP1-UAF1 inh -10%, LDHA inh -2, mIDH1 inhibitor -11%, RXFP1 agonist 3.6%, Vif-A3G inh -14%, TrxR1 substrate 12%, GRP78 ERSR act -3% and PI4K2A block 4.
`COc1ccc(Br)cc1CN1C(=O)NC2(CCCCCC2)C1=O` gave Vif-APOBEC3F blk -3%, USP1-UAF1 inh -9%, LDHA inh -3, mIDH1 inhibitor 0%, RXFP1 agonist -0.1%, Vif-A3G inh -1%, TrxR1 substrate -1%[57.1 µM], GRP78 ERSR act 0% and PI4K2A block -3.
`CC(C)(C)c1ccc(-c2nnc(SCC(=O)NC3CC3)o2)cc1` gave Vif-APOBEC3F blk -3%, USP1-UAF1 inh -8%, LDHA inh -7, mIDH1 inhibitor -6%, RXFP1 agonist -1.8%, Vif-A3G inh 3%, TrxR1 substrate -1%, GRP78 ERSR act -1% and PI4K2A block 3.
`C/C(=N/NC(=O)CNC(=O)C1COc2ccccc2O1)c1ccc2c(c1)OCCO2` (configuration not stated) gave Vif-APOBEC3F blk 8%, USP1-UAF1 inh -22%, LDHA inh -5, mIDH1 inhibitor -7%, RXFP1 agonist 0.6%, Vif-A3G inh -6%, TrxR1 substrate 5%[57.1 µM], GRP78 ERSR act 1% and PI4K2A block 1.
For Cc1nc(N2CCN(S(=O)(=O)c3ccc(F)cc3)CC2)c2c(-c3cccs3)csc2n1 the results were Vif-APOBEC3F blk 3%, USP1-UAF1 inh -27%, LDHA inh -8, mIDH1 inhibitor -9%, RXFP1 agonist 0.3%, Vif-A3G inh -4%, TrxR1 substrate 2%[57.1 µM], GRP78 ERSR act -4% and PI4K2A block 6.
CC1=CC(C)(C)N(C(=O)Nc2ccccc2)c2ccccc21 was read as Vif-APOBEC3F blk 6%, USP1-UAF1 inh -4%, LDHA inh 17, mIDH1 inhibitor 13%, RXFP1 agonist 0.1%, Vif-A3G inh -1%, TrxR1 substrate -20%[11.4 µM], GRP78 ERSR act 1% and PI4K2A block 3.
`COC(=O)c1cc(NC(=O)c2oc(=O)c3ccccc3c2-c2ccccc2)cc(C(=O)OC)c1` gave Vif-APOBEC3F blk -2%, USP1-UAF1 inh -15%, LDHA inh -14, mIDH1 inhibitor -1%, RXFP1 agonist 3.4%, Vif-A3G inh 0%, TrxR1 substrate 2%, GRP78 ERSR act -3% and PI4K2A block 1.
`CN1CCN(C(CNC(=O)C(=O)Nc2ccccc2C#N)c2ccc3c(c2)OCO3)CC1` (configuration not stated) gave Vif-APOBEC3F blk -3%, USP1-UAF1 inh -23%, LDHA inh -10, mIDH1 inhibitor -10%, RXFP1 agonist -0.9%, Vif-A3G inh 0%, TrxR1 substrate -3%[57.1 µM], GRP78 ERSR act -5% and PI4K2A block -2.
O=C(OCCN1CCCCC1)c1ccccc1Br was read as Vif-APOBEC3F blk 7%, USP1-UAF1 inh -18%, LDHA inh 0, mIDH1 inhibitor 0%, RXFP1 agonist 5.0%, Vif-A3G inh -1%, TrxR1 substrate 3%, GRP78 ERSR act -2% and PI4K2A block -2.
Screening CCN1C(=O)c2ccccc2S(=O)c2ccc(C(=O)NCCCN3CCCC3=O)cc21 (configuration not stated) returned Vif-APOBEC3F blk -2%, USP1-UAF1 inh -13%, LDHA inh 1, mIDH1 inhibitor 12%, RXFP1 agonist 4.4%, Vif-A3G inh 0%, TrxR1 substrate 13%[57.1 µM], GRP78 ERSR act -5% and PI4K2A block 2.
Screening O=C(OCc1cc(=O)n2ccsc2n1)c1ccccc1O returned Vif-APOBEC3F blk 9%, USP1-UAF1 inh -4%, LDHA inh -7, mIDH1 inhibitor 4%, Vif-A3G inh -5%, TrxR1 substrate 7%[57.1 µM], GRP78 ERSR act 4% and PI4K2A block -1.
CCN1C(=O)c2ccccc2S(=O)c2ccc(C(=O)N3CCCCCC3)cc21 (configuration not stated) was read as Vif-APOBEC3F blk 2%, USP1-UAF1 inh -6%, LDHA inh -2, mIDH1 inhibitor 2%, RXFP1 agonist -0.9%, Vif-A3G inh 2%, TrxR1 substrate 9%[57.1 µM], GRP78 ERSR act -3% and PI4K2A block 2.
Screening CCSc1nnc(-c2ccccc2N=Cc2c(C)[nH]n(-c3ccccc3)c2=O)c(=O)[nH]1 returned Vif-APOBEC3F blk 0%, USP1-UAF1 inh inconclusive, LDHA inh -5, mIDH1 inhibitor -2%, RXFP1 agonist -2.4%, Vif-A3G inh 0%, TrxR1 substrate -14%, GRP78 ERSR act -3% and PI4K2A block -1.
CCC(=O)N/N=C(\C)CC(=O)Nc1cc(Cl)ccc1C was read as Vif-APOBEC3F blk 0%, USP1-UAF1 inh -16%, LDHA inh -7, mIDH1 inhibitor -2%, RXFP1 agonist 2.6%, Vif-A3G inh 0%, TrxR1 substrate -1%, GRP78 ERSR act 1% and PI4K2A block 0.
For Cc1nc(NC2=NCN(CCCN3CCOCC3)CN2)nc2c(C)cccc12 the results were Vif-APOBEC3F blk -14%, USP1-UAF1 inh -4%, LDHA inh -3, mIDH1 inhibitor 1%, RXFP1 agonist -0.6%, Vif-A3G inh 3%, TrxR1 substrate 8%, GRP78 ERSR act -7% and PI4K2A block -2.
Screening COc1ccc(C)cc1N1C(=N)/C(=C2/Nc3ccccc3S2)C(c2ccccc2)C1=O (configuration not stated) returned Vif-APOBEC3F blk 3%, USP1-UAF1 inh -8%, LDHA inh -2, mIDH1 inhibitor 5%, RXFP1 agonist 3.2%, Vif-A3G inh -14%, TrxR1 substrate -3%, GRP78 ERSR act -1% and PI4K2A block 0.
O=C(NC(=S)N1CCc2ccccc21)c1ccc(Br)o1 was read as Vif-APOBEC3F blk inconclusive, USP1-UAF1 inh inconclusive, LDHA inh -2, mIDH1 inhibitor 7%, RXFP1 agonist 0.7%, Vif-A3G inh 0%, TrxR1 substrate -14%[57.1 µM], GRP78 ERSR act 4% and PI4K2A block 4.
`COc1ccc(CC(=O)Nc2ccccc2N2CCCCC2)cc1OC` gave Vif-APOBEC3F blk 6%, USP1-UAF1 inh -25%, LDHA inh -8, mIDH1 inhibitor 3%, RXFP1 agonist 0.0%, Vif-A3G inh 0%, TrxR1 substrate 8%[57.1 µM], GRP78 ERSR act -3% and PI4K2A block -13.
Screening O=[N+]([O-])c1ccc(N/N=C2\CC3CC=CC23)c([N+](=O)[O-])c1 (configuration not stated) returned Vif-APOBEC3F blk 1%, USP1-UAF1 inh -24%, LDHA inh -7, mIDH1 inhibitor -5%, RXFP1 agonist -1.3%, Vif-A3G inh -6%, TrxR1 substrate 6%[57.1 µM], GRP78 ERSR act -2% and PI4K2A block 4.
`O=C(Nc1c2c(nn1-c1ccc([N+](=O)[O-])cc1)CS(=O)(=O)C2)c1ccccc1F` gave Vif-APOBEC3F blk -9%, USP1-UAF1 inh -16%, LDHA inh 0, mIDH1 inhibitor -13%, RXFP1 agonist 1.9%, Vif-A3G inh 0%, TrxR1 substrate 7%[57.1 µM], GRP78 ERSR act -2% and PI4K2A block -8.
